# Bioassay records deposited in PubChem by several laboratories.
# MRP resist rev: reversal of MRP1-mediated doxorubicin resistance, primary screen, H69AR cells, doxorubicin co-treatment. H69AR cells + 2 uM doxorubicin, CellTiter-Glo, 72 h. differential viability (reversal), % at 10 µM. hit rate 0.04% among 85,000. AID 602, 2007;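 active = viability drop by adding the cancer drug above about 55%, with treated viability meeting a 40% cutoff, limit read from the data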;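 note: viability without doxorubicin minus viability with 2 µM doxorubicin for each compound; larger differential means the compound sensitizes cells more to doxorubicin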
# Bcl-B displacement: displacers of TR3 peptide from Bcl-B, primary screen, selectivity assay for Bfl-1 inhibitor project, biochemical, fluorescence polarization | Bcl-2-like protein 10 (Homo sapiens) | FP displacement of FITC-TR3 peptide from Bcl-B; higher % means a stronger effect | displacement, % at 20 µM; hits with a dose series show IC50 in µM | hit rate 0.11% among 96,000 | AID 748, 2007;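 active = displacement above 50% at 20 µM plus a fluorescence interference ratio under 1.5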;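 note: plate controls were wells without compound for no effect and wells lacking Bcl-B protein for full effect; a part of the inactive calls stands beside numbers as strong as those of hits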
# NFkB transloc inh: inhibitors of IL-1B driven NFkB p65 nuclear import, primary screen, imaging, HUVEC, IL-1B stimulus, high-content imaging | HUVEC IL-1B NFkB p65 nuclear translocation imaging | inhibition, % at 2 µM | hit rate 0.43% among 94,000 | AID 796, 2007;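 active = inhibition above about 30% together with a positive call from visual inspection of the well image, limit read from the data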;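 note: nuclear over cytoplasmic p65 intensity ratio measured by imaging; 0% = IL-1B stimulated DMSO wells and 100% = unstimulated DMSO wells; values of inactives mirror those of a sister screen read the other way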
# PLAP inhibition: PLAP enzyme inhibitors, biochemical, luminescence, HTS (AID 690); inhibition, % at 20 µM; hits with a dose series show IC50 in µM; Alkaline phosphatase, placental type (Homo sapiens); hit rate 0.08% among 96,000; purified PLAP, luminescent substrate; higher % means a stronger effect; in the data active = a potency from the dose series; inactive = the rest, 99 in 100 with inhibition below about 30%; note: strong numbers were not always called active
# NFkB transloc pot: enhancers of NFkB p65 translocation in HUVEC – imaging, IL-1B stimulus, high-content imaging, primary screen; activation, % at 2 µM; hit rate 0.3% among 94,000; HUVEC IL-1B NFkB p65 nuclear translocation imaging;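 active = activation above 40%, about the mean plus 3 SD, also judged a hit on visual image review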;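 note: percent activation is computed from the nuclear over cytoplasmic p65 intensity ratio; values of inactives mirror those of a sister screen read the other way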
# MRP resist rev cytotoxicity: second read-out of MRP resist rev, no call of its own (marks repeat the call); viability, %; H69AR cells, CellTiter-Glo, 72 h; measured here: cytotoxicity without doxorubicin
# MRP resist rev with doxorubicin: further read-out of MRP resist rev, marked with its call; viability, %; measured here: viability with 2 uM doxorubicin; stronger effect = lower value
# NFkB transloc inh cell count 2 µM: further read-out of NFkB transloc inh, marked with its call; cell count; measured here: cells passing quality filter;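 raw number of nuclei counted in each imaged well without normalization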
# NFkB transloc pot cell count 2 µM: further read-out of NFkB transloc pot, marked with its call; cell count; measured here: cells passing quality filter
# * marks the source's active call; other numbers are inactive results; · = not tested or not shown.
item	mol	MRP resist rev	MRP resist rev cytotoxicity	MRP resist rev with doxorubicin	Bcl-B displacement	NFkB transloc inh	NFkB transloc inh cell count 2 µM	PLAP inhibition	NFkB transloc pot	NFkB transloc pot cell count 2 µM
1	CC(C)Oc1ccc(/C(O)=C2/C(=O)C(=O)N(CCN(C)C)C2c2ccco2)cc1 (stereo not drawn)	1	102	101	1%	8	99	-19%	-8	99
2	COc1cc(CNCc2cccs2)cc(Br)c1OC	·	·	·	-9%	3	100	-4%	-3	100
3	CC1CCCC(C)N1NC(=O)c1ccc(Cl)c(S(N)(=O)=O)c1 (stereo not drawn)	-6	100	106	6%	17	195	8%	-17	195
4	Cc1nnc(NC(=O)COc2ccc3c(C)cc(=O)oc3c2)s1	·	·	·	6%	-9	129	-76%	9	129
5	Cc1cc(NCCCN2CCOCC2)n2nc(C)c(-c3ccc(F)cc3)c2n1	3	15	13	0%	13	179	-37%	-13	179
6	CCn1c(-c2cccs2)nc2ccccc21	12	94	82	·	12	62	·	-12	62
7	O=C1CN2C(=Nc3ccc(Cl)cc3C2c2ccccc2)CN1 (stereo not drawn)	-18	84	102	-8%	·	·	-44%	·	·
8	Cn1ncc2c1ncn1nc(CCc3ccccc3)nc21	6	101	94	0%	-4	143	-18%	4	143
9	CCOC(=O)N1CCN(C(=O)CS(=O)(=O)c2cn(Cc3cccc(F)c3)c3ccccc23)CC1	-19	62	81	-1%	-1	135	-7%	1	135
10	COc1ccc(C2c3sc(=O)[nH]c3SC3C4CCC(C4)C23)cc1 (stereo not drawn)	-1	77	78	6%	2	88	-60%	-2	88
11	COc1ccc(C(OC(=O)c2ccco2)C(=O)NCC2CCCO2)cc1 (stereo not drawn)	·	·	·	-3%	7	90	2%	-7	90
12	COC(=O)c1nn(-c2ccccc2)c(Cl)c1/C=N/OC(=O)c1ccc(Cl)c(Cl)c1	·	·	·	-12%	10	128	32%	-10	128
13	O=C(C(c1ccccc1)c1ccccc1)N1CCN(CC(O)COc2ccccc2)CC1 (stereo not drawn)	6	27	21	-2%	·	·	-78%	·	·
14	O=C(CCS(=O)(=O)Cc1ccccc1)NC1CCCCC1	7	94	87	-4%	11	165	6%	-11	165
15	CCC(Cc1ccccc1)NC(=O)CSc1ccsc1[N+](=O)[O-] (stereo not drawn)	-6	69	75	8%	1	172	6%	-1	172
16	O=C(c1nn(Cc2ccccc2)c(=O)c2ccccc12)N1CCc2ccccc2C1	7	72	65	-3%	-1	149	8%	1	149
17	COc1ccc(CCNc2nnc(C)c(=O)[nH]2)cc1OC	-7	95	102	-2%	-1	114	1%	1	114
18	Cc1ccc(C)c(N2CCN(CCCNC(=O)Cn3cc4c(n3)CCCCC4)CC2)c1	-16	50	66	-3%	·	·	-35%	·	·
19	COc1ccc2[nH]c(C)c(C(=O)CN3CCOCC3)c2c1	3	96	94	9%	·	·	-9%	·	·
20	COc1ccc(S(=O)(=O)CCc2nnc(NC(=O)c3cccs3)s2)cc1	·	·	·	-9%	-8	112	2%	8	112
21	O=C(Cc1cn2ccsc2n1)Nc1nc2c(s1)CCCC2	18	104	87	-11%	10	145	-99%	-10	145
22	S=C1NCCOCCOCCOCCOCCNC(=S)NCCOCCOCCOCCOCCN1	-9	95	104	·	6	95	·	-6	95
23	Cc1nn2c(N3CCN(C(=O)c4ccco4)CC3)cc(C(C)(C)C)nc2c1-c1ccccc1	0	100	100	-7%	2	108	-7%	-2	108
24	CCOC(=O)c1ccc(N2C(=O)CC(N3CCC(Nc4ccc(F)cc4)CC3)C2=O)cc1 (stereo not drawn)	11	99	88	-1%	-6	172	-47%	6	172
25	CC(C)Cc1c(O)nc(SCCN2CCOCC2)[nH]c1=O	11	97	87	13%	12	174	-3%	-12	174

# Profiles, looked up by structure. Order of screens: MRP resist rev | MRP resist rev cytotoxicity | MRP resist rev with doxorubicin | Bcl-B displacement | NFkB transloc inh | NFkB transloc inh cell count 2 µM | PLAP inhibition | NFkB transloc pot | NFkB transloc pot cell count 2 µM
# `COc1ccc2[nH]c(C)c(C(=O)CN3CCOCC3)c2c1` is listed as 3 | 96 | 94 | 9% | · | · | -9% | · | ·
# `CCn1c(-c2cccs2)nc2ccccc21` is listed as 12 | 94 | 82 | · | 12 | 62 | · | -12 | 62
# `CCC(Cc1ccccc1)NC(=O)CSc1ccsc1[N+](=O)[O-]` (stereo not drawn) is listed as -6 | 69 | 75 | 8% | 1 | 172 | 6% | -1 | 172

# Further results.
item	mol	MRP resist rev	MRP resist rev cytotoxicity	MRP resist rev with doxorubicin	Bcl-B displacement	NFkB transloc inh	NFkB transloc inh cell count 2 µM	PLAP inhibition	NFkB transloc pot	NFkB transloc pot cell count 2 µM
26	C=CCNC(=O)Cn1nc(-c2ccccc2)ccc1=O	1	97	96	1%	·	·	-15%	·	·
27	O=C(CSc1ccc(F)cc1)N1CCC(c2nc3ccccc3s2)CC1	·	·	·	0%	-6	152	-28%	6	152
28	O=C(c1nc(-c2ccccc2)n(-c2ccccc2)n1)N1CCCCCC1	6	92	86	-1%	10	169	-14%	-10	169
29	COc1ccc(N2CCN(C(c3cccs3)c3nnnn3C3CCCC3)CC2)cc1 (stereo not drawn)	-30	60	90	-10%	-9	183	-11%	9	183
30	O=C(CCN1CCCCCC1)Nc1ccc(F)cc1	1	89	88	-3%	0	152	11%	0	152
31	CCOC(=O)c1cc2sccc2n1CC(=O)N1CCN(C(=O)c2ccco2)CC1	12	89	76	-13%	-5	101	-52%	5	101
32	O=C(O)C1CC(=O)N(CCc2c[nH]c3ccccc23)C1 (stereo not drawn)	-11	88	99	4%	-17	157	-2%	17	157
33	COc1ccc(OCC(=O)NCCc2ccc(S(N)(=O)=O)cc2)cc1	·	·	·	-1%	-14	172	23%	14	172
34	CC(C)Cc1nc2oc3c(NCc4cccnc4)ncnc3c2c2c1CCC2	·	·	·	2%	-9	98	-4%	9	98
35	CCCN(CCO)Cc1cccc(Br)c1	5	87	83	-4%	-11	112	-12%	11	112
36	Cn1c(SCc2nc(-c3ccc(Cl)cc3)no2)nnc1-c1ccco1	-6	100	106	-9%	7	154	-31%	-7	154
37	Cc1nnc(NC(=O)C(C)Sc2nncn2C)s1 (stereo not drawn)	0	103	103	1%	-2	146	12%	2	146
38	CC(C)c1ccc(/C=N/n2nnnc2Nc2ccccc2)cc1	13	91	78	-16%	-18	167	-3%	18	167
39	COc1ccc2c(c1)[nH]c1c(=O)n(Cc3ccco3)cnc12	·	·	·	15%	5	108	9%	-5	108
40	Cc1c(C2N3CC4(C)CN2CC(C)(C3)C4=O)c2ccccc2n1C (stereo not drawn)	11	102	91	2%	·	·	6%	·	·
41	O=C(CSCc1ccc(Cl)cc1)Nc1ccc2c(c1)OCO2	13	99	86	·	3	133	·	-3	133
42	Cc1cc2[nH]c(=O)c3ccccc3n2n1	-11	91	102	-6%	-4	173	13%	4	173
43	CCOCc1nc(C)c(Cl)c(NS(=O)(=O)c2ccc(N)cc2)n1	1	88	87	0%	-23	113	9%	23	113
44	CCOC(=O)C(/C=C(\C#N)C(=O)OCC)=C(/N)N1CCN(c2c(C)cccc2C)CC1	-1	88	89	7%	-9	189	9%	9	189
45	Cc1nn(C(=O)c2cc3sccc3[nH]2)c(C)c1C	-5	77	82	-3%	-6	149	7%	6	149
46	COc1ccc(-c2csc(N(CCCN(C)C)C(=O)c3cccs3)n2)cc1	-19	22	41	-1%	·	·	-55%	·	·
47	C/C(N)=C(/C#N)C(=O)CSc1n[nH]c(-c2ccccc2Br)n1	16	101	86	-5%	-3	109	-32%	3	109
48	O=C(CSc1nnc(-c2cccc(Cl)c2)o1)Nc1ccc2c(c1)OCCO2	2	82	80	·	-34	104	·	34	104
49	CCOC(=O)N1CCC(NC(=O)C2CCC(CNS(=O)(=O)c3ccc(OC)cc3)CC2)CC1 (stereo not drawn)	3	6	3	1%	8	127	-3%	-8	127
50	Cc1c(C(=O)NCC2COc3ccccc3O2)oc2ccc(S(=O)(=O)N(C)C3CCCCC3)cc12 (stereo not drawn)	-22	73	95	-12%	·	·	-64%	·	·
51	COCCn1ccc(O)c(Cc2ccccc2)c1=O	·	·	·	-2%	-15	185	12%	15	185
52	Cc1ccccc1NC(=O)CC(O)(C(F)(F)F)C(F)(F)F	-11	83	95	1%	-15	120	22%	15	120
53	COc1ccc(-n2nnnc2SCC(=O)N2C(C)CCCC2C)c(OC)c1 (stereo not drawn)	20	99	79	-3%	-8	144	-62%	8	144
54	O=C(NCc1ccncc1)Nc1ccc(Cl)cc1Cl	-4	98	102	-8%	-6	171	-3%	6	171
55	N#CCCNCC1(c2ccccc2)CCCC1	17	103	86	-6%	1	95	-18%	-1	95
56	CCCCn1cnc2sc(-c3ccccc3)cc2c1=O	5	103	98	6%	11	173	25%	-11	173
57	O=C(O)COc1cccc2nsnc12	-1	98	99	3%	25	154	2%	-25	154
58	CC(C)(c1ccccc1)c1ccc(OCCn2cnc3ccccc3c2=O)cc1	17	85	68	0%	·	·	-91%	·	·
59	CC(=O)Nc1cc2c(cc1C(=O)c1ccc(C)cc1)OCCO2	5	84	79	-1%	6	122	-5%	-6	122
60	Cc1occc1-c1nnc(SCC(=O)NCc2ccco2)n1CC(C)C	-6	71	77	13%	-40	166	-70%	40	166
61	CC1(C)NC(=O)N(CCCCOc2ccc3c(c2)CCC3)C1=O	9	74	65	-19%	·	·	-35%	·	·
62	Nc1ccc(Br)c2c1C(=O)c1ccccc1C2=O	-11	61	72	-34%	6	196	-2%	-6	196
63	Cc1ccc(N(C(=O)c2ccc(S(=O)(=O)N3CCOCC3)cc2)C2C=CS(=O)(=O)C2)cc1 (stereo not drawn)	2	85	82	-10%	·	·	-41%	·	·
64	C=CCn1c(SCn2nnc3ccccc3c2=O)nnc1C1CCCCC1	4	101	96	-3%	0	202	16%	0	202
65	O=C(CN1CCN(Cc2ccc(F)cc2Cl)C1=O)NCCc1ccccc1	16	103	87	34%	28	173	-49%	-28	173
66	CCCN(CCC(=O)Nc1ccccc1F)CC1CC1	-4	86	89	1%	7	147	-31%	-7	147
67	CCCc1nnc(SCC(=O)N2CCCCC2C)n1CC (stereo not drawn)	9	107	98	0%	-14	147	6%	14	147
68	OC(COc1ccccc1)CN1CCN(c2ncccn2)CC1 (stereo not drawn)	·	·	·	1%	-1	152	19%	1	152
69	O=C1C2CC=CCC2C(=O)N1c1ncn[nH]1 (stereo not drawn)	1	98	97	-14%	4	189	-161%	-4	189
70	COc1ccc(CN2C(=O)c3cccnc3C2Nc2cc(Cl)c(OC)cc2OC)cc1 (stereo not drawn)	·	·	·	-7%	·	·	-15%	·	·
71	CCOC(=O)c1ccc(Cl)c(NC(=O)c2ccc(-c3ccccc3)cc2)c1	·	·	·	-1%	-22	195	-2%	22	195
72	CCC1CC2(C)NC(=O)c3c(sc4c3CC(C)(C)OC4)N2C1=O (stereo not drawn)	0	86	85	11%	9	123	2%	-9	123
73	CC1(C)CC(=O)C2=C(C1)OC(N)=C(C#N)C2C1C=CCCC1 (stereo not drawn)	-9	59	67	-14%	-8	92	14%	8	92
74	O=c1cc(-c2ccc(Cl)c(Cl)c2)[nH][nH]1	10	86	77	-5%	-4	162	-17%	4	162
75	Cc1cc(C)c2c(n1)nn1c(N3CCN(c4cccc(Cl)c4)CC3)cc(C)nc21	6	18	11	·	-14	164	·	14	164
76	O=C(Nc1ccc(N2C(=O)C3C4C=CC(C4)C3C2=O)cc1)Nc1nncs1 (stereo not drawn)	8	77	70	-5%	·	·	-9%	·	·
77	CCc1ccccc1N1CC(C(=O)O)CC1=O (stereo not drawn)	12	101	89	-5%	9	70	2%	-9	70
78	Cc1ccc(-n2c(=O)c(C#N)cc3c(=O)n4cccc(C)c4nc32)cc1	-5	84	90	-21%	8	144	-10%	-8	144

# Only part of the results is shown. The share of hits here may be higher or lower than overall.
